Compound activity from PubChem BioAssay.
FUS suppressor = rescues growth of FUS-expressing yeast. S. cerevisiae FUS-expressing, growth rescue, OD600, 24 h. Potency, µM (titrated, usually from 76.6 µM), inactives show at the top dose growth rescue (activation), hits mostly activators. 0.24% of 390,000 active. AID 1347120;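 further: potency means the concentration at half of the fitted maximal effect; plate controls were DMSO vehicle for no effect and reference control for full effect; nearly all actives have a fitted effect of over 55% in size; some results filed as inactive show a strong effect at the top dose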
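Toxicity suppression screen in FUS-yeast. Cells induced with 2% galactose, starting OD 0.005, treated 24hr at 30C with compounds at multiple final concentrations; growth by OD600.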
HEK293 tox = cytotoxicity counter-screen for GLP-1 receptor inverse agonists; HEK293 cAMP-luciferase reporter cells, luminescence, 24 h; Potency, µM (doses to about 38.3 µM), without a hit: at the top dose activity change, negative = inhibition, hits mostly inhibitors; 0.13% of 410,000 active;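 further: loss of luciferase light is scored as toxicity; potency means the concentration at half of the fitted maximal effect; on the % scale 0 is the no-effect control and ±100 the full control effect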
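To flag toxic compounds, the library was rerun on cells for 24 hr at 37 deg C and 5% CO2. Viability-linked luminescence was captured 12 min after adding luciferase detection reagent.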
aSyn yeast inh = inhibitors of alpha-synuclein toxicity in yeast; Yeast expressing alpha-synuclein, growth rescue, BacTiter-Glo, 24 h; Potency, µM (series often up to 46.1 µM), inactives show at the top dose growth rescue (activation), actives largely listed as activators; 0.14% of 370,000 active; further: potency means the concentration at half of the fitted maximal effect; % of control where 0% means no effect; nearly all actives have a fitted effect of over 65% in size
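Readout is rescue of growth in alpha-synuclein-expressing yeast, so inhibitors of toxicity appear as activators. Growth after 24 hr at 30 deg C in galactose medium is quantified by luminescence.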
Akt phos inh = Akt phosphorylation inhibition; activity change, % for hits at 50 µM; Neuro2A IGF-stimulated pAkt S473 HTRF, 20 min; active compounds read low; 0.32% of 360,000 active; in the data active means activity change below about -80%; inconclusive means mostly about -51% to -80%; further: on the % scale 0 is the no-effect control and ±100 the full control effect
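Single-point screen (50 µM final compound) in Neuro2A cells stimulated 20 min with 6 nM IGF at 37 deg C. After lysis, Ser473-phosphorylated Akt read by HTRF (ex 330 nm, em 615/665 nm) as the 665/615 ratio.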
Abeta rescue = A-beta toxicity reversal in yeast | AID 1347071 | yeast expressing A-beta42, growth rescue, OD600, 48 h; response scale: 0% DMSO, 100% iron-clioquinol control | Potency, µM (top dose mostly 46.1 µM), inactives show top-dose growth rescue, usual class: activators | 0.063% of 410,000 active; further: potency means the concentration at half of the fitted maximal effect; nearly all actives have a fitted effect of over 55% in size
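Yeast growth medium received pinned compounds, then yeast cells expressing toxic A-beta were added; plates incubated at 30 C for 48 hr. Growth read as absorbance at 600 nm, normalized to DMSO and equimolar FeCl3 plus clioquinol controls.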
PTHR1 agonist = activates the human parathyroid hormone receptor PTHR1 | Q03431 | HEK293 GP2 PTHR1 cells, GloSensor cAMP luminescence, 1 h | Potency, µM (doses to about 115 µM), for inactives: at the highest dose activation, actives largely listed as activators | 0.075% of 410,000 active; further: potency means the concentration at half of the fitted maximal effect; nearly all actives have a fitted effect of over 55% in size; some results filed as inactive show a strong effect at the top dose; inactives centre near -15; many of its hits are not listed in these tables
Target sequence (Q03431 whole entry, looked up): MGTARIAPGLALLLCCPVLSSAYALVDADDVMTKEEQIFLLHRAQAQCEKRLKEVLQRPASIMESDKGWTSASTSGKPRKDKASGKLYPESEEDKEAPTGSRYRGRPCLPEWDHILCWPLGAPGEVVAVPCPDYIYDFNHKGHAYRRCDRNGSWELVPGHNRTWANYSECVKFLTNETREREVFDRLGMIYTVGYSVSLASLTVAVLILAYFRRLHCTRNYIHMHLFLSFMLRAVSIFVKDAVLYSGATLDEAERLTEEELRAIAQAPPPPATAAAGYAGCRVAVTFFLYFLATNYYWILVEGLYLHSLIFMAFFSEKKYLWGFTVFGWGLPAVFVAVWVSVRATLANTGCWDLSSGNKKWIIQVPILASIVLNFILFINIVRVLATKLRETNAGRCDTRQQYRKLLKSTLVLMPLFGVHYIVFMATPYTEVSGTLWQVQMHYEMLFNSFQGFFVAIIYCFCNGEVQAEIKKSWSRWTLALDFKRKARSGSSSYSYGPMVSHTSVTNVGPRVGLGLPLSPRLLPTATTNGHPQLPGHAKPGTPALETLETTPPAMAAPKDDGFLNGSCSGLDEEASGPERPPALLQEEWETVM
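HEK-293-derived GP2 cells expressing PTHR1 and a GloSensor cAMP reporter, 3,000/well, plated overnight, given luciferin plus IBMX (each 0.5 mM as added) for 1 h at 37 °C, then compound for 1 h at 37 °C. Luminescence was read after 15 min at room temperature.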
GLP1R inv ag = acts as inverse agonist at human GLP-1 receptor; HEK293 GLP-1R CRE-luciferase, luminescence, 24 h; GLP-1R form is constitutively active; Potency, µM (highest dose often 38.3 µM), for inactives: top-dose activity change, negative = inhibition, most hits filed as inhibitors; 1.6% of 410,000 active; AID 624417; further: potency means the concentration at half of the fitted maximal effect; on the % scale 0 is the no-effect control and ±100 the full control effect; nearly all actives have a fitted effect of over 55% in size
Target sequence (P43220 whole entry, looked up): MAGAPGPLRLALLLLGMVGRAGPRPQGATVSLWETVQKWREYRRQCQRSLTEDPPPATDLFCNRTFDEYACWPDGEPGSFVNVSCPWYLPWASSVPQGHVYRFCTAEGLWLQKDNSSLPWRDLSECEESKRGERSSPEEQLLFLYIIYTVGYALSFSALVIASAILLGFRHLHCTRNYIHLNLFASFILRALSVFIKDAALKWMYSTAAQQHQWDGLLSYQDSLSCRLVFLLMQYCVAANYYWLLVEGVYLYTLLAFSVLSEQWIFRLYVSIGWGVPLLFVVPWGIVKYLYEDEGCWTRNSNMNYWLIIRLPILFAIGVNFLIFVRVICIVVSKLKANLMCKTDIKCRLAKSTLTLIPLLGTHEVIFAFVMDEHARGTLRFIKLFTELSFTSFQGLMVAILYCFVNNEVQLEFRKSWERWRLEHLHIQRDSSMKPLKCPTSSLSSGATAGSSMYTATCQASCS
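Readout was luciferase luminescence, measured 12 min after detection reagent at room temperature. Beforehand, GLP-1R reporter HEK293 cells had sat 12 h, then received compounds for 24 hr at 37 deg C.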
MmCpn inh = blocks the Methanococcus maripaludis chaperonin Mm-Cpn; purified Mm-Cpn ATPase, ADP Transcreener TR-FRET; Potency, µM (highest dose often 76.9 µM), for inactives: at the top dose activity, negative = inhibition, actives largely listed as inhibitors; 0.031% of 330,000 active; AID 504842; further: potency means the concentration at half of the fitted maximal effect; on the % scale 0 is the no-effect control and ±100 the full control effect; nearly all actives have a fitted effect of over 80% in size
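Inhibition of chaperonin ATP hydrolysis is measured as reduced ADP production, detected by competitive TR-FRET in which signal falls with ADP. Final enzyme 25 nM and ATP 10 uM, reacted 30 min at 37°C.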
TDP-43 yeast inh = rescues yeast growth from TDP-43 toxicity; TDP-43 expressing yeast growth rescue, BacTiter-Glo, 24 h; AID 652104; 1.8% of 410,000 active; Potency, µM (top dose mostly 46.1 µM), inactives show top-dose growth rescue (activation), actives largely listed as activators; further: potency means the concentration at half of the fitted maximal effect; % of control where 0% means no effect; nearly all actives have a fitted effect of over 50% in size
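Yeast cells expressing TDP-43 under galactose induction are exposed to compounds for 24 hr at 30 deg C. BacTiter-Glo luminescence measures growth, so protective compounds score as activators.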
* = called active by the depositor; i = inactive; u = inconclusive; x = not tested or not shown; & = joins results of further samples; [ ] = remark or other dose. Unless noted, the call rests on the fitted dose curve; in most records, active means well fitted curve in the direction sought with a large enough effect; inconclusive means small, poorly fitted or top-dose-only effect, or another doubt; inactive means no such curve, though single readings can be large; an effect the other way counts as inactive or inconclusive. A portion of the library. The share of hits here may be higher or lower than overall.

Order of results: FUS suppressor	HEK293 tox	aSyn yeast inh	Akt phos inh	Abeta rescue	PTHR1 agonist	GLP1R inv ag	MmCpn inh	TDP-43 yeast inh
#1 COc1cc(CCC(=O)OCn2nnc3ccccc3c2=O)cc(OC)c1OC
→ 6%	5%	-2%	i	3%	i	14%	-1%	14%
#2 Cc1sc(-c2ccncc2)nc1OC(=O)c1cc(Cl)cc(Cl)c1
→ -18%	5%	-1%	i	10%	-5%[57.5 µM]	-8%	-2%	-12%
#3 CC(CNC(=O)CC[C@H]1O[C@@H](n2ccc(=O)[nH]c2=O)[C@H](O)[C@@H]1O)c1ccccc1 (stereo partly specified)
→ -14%	4%	0%	i	2%	-11%	8%	x	21%
#4 CCOC(=O)C1(Cc2ccccc2)CCCN(C(=O)c2cnn(CC)c2)C1 (stereo unspecified)
→ -13%	-6%	2%	i	-4%	-14%	2%	-10%	-9%
#5 CCCS(=O)(=O)c1c(S(=O)(=O)CCC)c2c(C(N)=O)cccn2c1C(=O)c1ccc(F)cc1
→ -13%	1%	-2%	i	-9%	-87%[inhibitor]	5%	-2%	2%
#6 O=C(NCCc1ccccc1)C(=O)c1c(-c2ccccc2)[nH]c2ccccc12
→ -23%	-14%	-7%	i	-5%	-9%	u	4%	1%
#7 Cc1ccc(C)c(NC(=O)CSc2nccn2-c2cccc(C)c2C)c1
→ 32%	5%	x	x	19%	-68%[inhibitor]	13µM*	x	u
#8 CCOc1cc(/C=C2/NC(=O)N(CC(=O)OC)C2=O)ccc1OC
→ 17%	-10%[7.66 µM]	-9%	i	2%	-2%	5%[7.66 µM]	0%	-7%
#9 CCCn1ncc(CN2CCN(CCc3ccccc3)C(CCO)C2)c1C (stereo unspecified)
→ -10%	7%	0%	i	5%	i	-8%	-20%	11%
#10 CCOC(=O)C(NC(=O)Nc1cccc(C)n1)(OCC(F)(F)F)C(F)(F)F (stereo unspecified)
→ 14%	-1%	-2%	i	-2%	-15%	0%	0%	-6%
#11 Cc1ccc(CN2CCN(Cc3ccc(Oc4ncccn4)cc3)CC2CCO)cc1 (stereo unspecified)
→ -2%	-2%	-5%	i	-4%	i	-21%	-2%	0%
#12 Cc1ccc(-c2c(C(=O)NCc3ccc(F)cc3)oc(=O)c3ccccc23)cc1
→ -13%	1%&13%	-3%	i	-14%&0%	-16%	u	1%	u
#13 Cc1cccc(C(O)c2ncc(-c3ccc(F)cc3)[nH]2)c1C (stereo unspecified)
→ -18%	-5%	3%	i	12%	-20%	16%	x	15%
#14 Cc1nc2cc(NC(=O)c3ccco3)ccc2n1C
→ -7%	1%	-3%	i	-7%	i	u	1%	13%
#15 CCCCNC(=O)C12CCC(C)(C(=O)C1Br)C2(C)C (stereo unspecified)
→ x	19%	15%	i	15%	u	7%	2%	-12%
#16 COc1cccc(-c2nc(CS(=O)(=O)CC(=O)Nc3cc(C)ccc3C)c(C)o2)c1
→ -13%	0%	-3%	i	1%	-66%[inhibitor]	-30%	-6%	-5%
#17 O=C(CN1C(=O)C2CC=CCC2C1=O)Nc1ccc(S(=O)(=O)NC2=NCCCCC2)cc1 (stereo unspecified)
→ -3%	-4%	-2%	i	-4%	-23%[57.5 µM]	8%	0%	9%
#18 C=CCN1C(=O)C(CC(=O)O)SC1=Nc1ccc(C(=O)O)cc1 (stereo unspecified)
→ -7%	3%	-8%	i	-10%	-11%	7%	-2%	0%
#19 CCOC(=O)C1CCN(C(=O)Cc2ccc(OC)c(OC)c2)CC1
→ 11%	5%	-2%	i	-2%	i	5%	2%	-12%
#20 CC(C)[C@H](N)c1nnc2n1N=C(c1ccc(Cl)cc1)CS2
→ -6%	-20%	3%	i	-13%	i	3%	-3%	19%
#21 Cc1cc(OCCN2CCCCCC2)ccc1[N+](=O)[O-]
→ 6%	-9%	0%	i	2%	i	u	-3%	7%
#22 O=C(CN1C(=O)COc2ccccc21)Nc1ccc(N2CCOCC2)cc1
→ 2%	21%	-4%	i	-1%	i	15%	-2%	6%
#23 CNC(=O)c1[nH]cnc1C(=O)Nc1ccccc1C
→ -1%	4%	1%	i	-7%	i	131%[activator]	2%	20%
#24 CCc1ccccc1Nc1nn2c(=O)c3ccc(C(=O)NCc4ccccc4OC)cc3nc2s1
→ -15%	15%	6%	x	-16%	i	11%	x	1%
#25 CCCC(=O)OCC(=O)NC1CCCc2ccccc21 (stereo unspecified)
→ -10%	0%	-3%	i	3%	-17%	7%	-4%	18%
#26 CCCCNC(=O)C1(C)CCC(=O)N1CCOC (stereo unspecified)
→ -29%	1%	0%	i	-19%	-1%	18%	x	-3%
#27 C/C(=N/Nc1ccc([N+](=O)[O-])cc1)c1ccc(C)cc1C
→ x	-28%	9%	i	4%	-32%[inhibitor]	-22%	-6%	9%
#28 CC1=C(c2ccc(Cl)cc2)S(=O)(=O)N=C1N1CCN(c2cc(C)ccc2C)CC1
→ 8%	3%	x	x	6%	-11%	7%	x	-4%
#29 COc1ccccc1Nc1nc(NCCCN(C)C)nc(N)c1[N+](=O)[O-]
→ 2%	8%	-1%	i	-4%	-19%	u	1%	15%
#30 CNC(=O)COc1ncnc2scc(-c3ccc(F)cc3)c12
→ -6%	-6%	3%	i	9%	-26%	16%	-10%	22%
#31 NC(=O)c1ccc[n+](CC(=O)OCCC23CC4CC(CC(C4)C2)C3)c1
→ 18%	6%	-1%	i	-16%	-5%	-18%	-3%	-2%
#32 CN1/C(=C/C=N/NC(=O)c2ccc([N+](=O)[O-])cc2)C(C)(C)c2ccccc21
→ 11%	13%	6%	i	0%	u	11%	-1%	6%
#33 CCCn1nnc(NC(=S)NC(=O)c2cccs2)n1
→ x	u	-9%	i	-16%	i	-20%	1%	-27%
#34 COc1ccc(/C=N/NC(=O)c2ccc(C)cc2)cc1CN1CCN(c2ccc(F)cc2)CC1
→ x	3%	-5%	i	17%	i	-4%	-1%	-4%
#35 O=C(c1cc(Cl)nc2ccccc12)N1CCN(S(=O)(=O)c2ccccc2[N+](=O)[O-])CC1
→ x	-1%	3%	i	12%	i	-13%	1%	8%
#36 O=C(Nc1cccc(/C=C/c2ccccn2)c1)c1ccc(-n2cncn2)c([N+](=O)[O-])c1
→ 22%	u	1%	i	-9%	-39%[inhibitor]	u	-1%	17%
#37 Cc1cn([C@H]2C[C@H](O)[C@@H](CNCc3ccc(Oc4cc(-n5cccn5)ncn4)cc3)O2)c(=O)[nH]c1=O
→ -8%	-32%	0%	i	-4%	-8%	10%	x	3%
#38 N/C(=N\OC(=O)c1ccc([N+](=O)[O-])cc1Cl)c1ccccn1
→ -7%	-2%	2%	i	-2%	-95%[inhibitor]	1.8µM*	0%	u
#39 CCc1nnc(NC(=O)c2ccc3ncsc3c2)s1
→ -6%	0%	-7%	i	x	i	16%	-11%	2%
#40 O=C(CCc1nc2ccccc2c(=O)[nH]1)OCCOc1ccc(Cl)cc1
→ 2%	2%	3%	i	8%	-19%	u	-4%	-10%[0.397 µM]

Entries of single compounds, quoted from the list.
`Cc1ccc(C)c(NC(=O)CSc2nccn2-c2cccc(C)c2C)c1` is listed with FUS suppressor = 32%; HEK293 tox = 5%; aSyn yeast inh = x; Akt phos inh = x; Abeta rescue = 19%; PTHR1 agonist = -68%[inhibitor]; GLP1R inv ag = 13µM*; MmCpn inh = x; TDP-43 yeast inh = u
`CCCC(=O)OCC(=O)NC1CCCc2ccccc21` (stereo unspecified) is listed with FUS suppressor = -10%; HEK293 tox = 0%; aSyn yeast inh = -3%; Akt phos inh = i; Abeta rescue = 3%; PTHR1 agonist = -17%; GLP1R inv ag = 7%; MmCpn inh = -4%; TDP-43 yeast inh = 18%

(listing goes on)
Order of results: FUS suppressor	HEK293 tox	aSyn yeast inh	Akt phos inh	Abeta rescue	PTHR1 agonist	GLP1R inv ag	MmCpn inh	TDP-43 yeast inh
#41 CCCCCn1c(=O)[nH]c2cc(C(=O)NCCN3CCOCC3)ccc2c1=O
→ -1%	-6%	-6%	i	10%	i	u	x	17%
#42 Cc1ccccc1C(=O)N[C@H](C(=O)OCC(=O)NC1CC1)C(C)C
→ -13%	-20%	-8%	i	-12%	24%	2%	0%	2%
#43 COc1cccc(/C=C2\SC(=S)N(N3CCOCC3)C2=O)c1OC
→ 2%	-14%	7%	i	23%	-2%	25%	2%	1%
#44 CCCc1cc(-c2nc(-c3ccc(Cl)cc3)cs2)ccn1
→ x	2%	-19%	i	-64%[inhibitor]	i	u	-4%	u
#45 COc1ccc(CCNC(=O)Cc2ccccc2)cc1OC
→ -13%	-3%	1%	i	4%	-7%	1%	1%	6%
#46 O=C(CCc1ccccc1)NC1CCCc2ccccc21 (stereo unspecified)
→ 13%	3%	-2%	i	5%	7%	-25%	-1%	3%
#47 COc1ccc(NC(=O)CCCn2c(=O)c3cccn3c3cccnc32)cc1Cl
→ -2%	18%	x	x	-12%	-35%	14%	x	1%
#48 CC(=O)N1CCc2cc(S(=O)(=O)NC(Cc3ccccc3)C(=O)NCc3ccc(C)cc3)ccc21 (stereo unspecified)
→ u	0%	x	x	10%	i	5%	x	13%
#49 C[C@H]1C(=O)N(C)CCN1C(=O)c1ccccc1OC1CCN(S(C)(=O)=O)CC1
→ -14%	-1%	4%	i	-1%	-15%	3%	2%	5%
#50 CCN(CC)CCCNc1ncnc2scc(-c3ccc(F)cc3)c12
→ 5%	-9%	6%	i	-12%	-9%	7.1µM*	-1%	6%
